Bioassay records (PubChem)
OX1R antagonist – antagonists of human orexin 1 receptor | 330,000 tested, 0.43% active | O43613 | inhibition, % at 5 µM | CHO/OX1R cells, Fluo-8 calcium fluorescence, orexin A;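 active = inhibition above its plate's threshold, mean inhibition of all tested compounds on the plate plus 3 SD, cut at about 37% in these data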;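 also: 0% = orexin A challenge wells and 100% = SB-334867-A antagonist wells; not every result past the cut was called active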
Target sequence (O43613 whole entry, looked up): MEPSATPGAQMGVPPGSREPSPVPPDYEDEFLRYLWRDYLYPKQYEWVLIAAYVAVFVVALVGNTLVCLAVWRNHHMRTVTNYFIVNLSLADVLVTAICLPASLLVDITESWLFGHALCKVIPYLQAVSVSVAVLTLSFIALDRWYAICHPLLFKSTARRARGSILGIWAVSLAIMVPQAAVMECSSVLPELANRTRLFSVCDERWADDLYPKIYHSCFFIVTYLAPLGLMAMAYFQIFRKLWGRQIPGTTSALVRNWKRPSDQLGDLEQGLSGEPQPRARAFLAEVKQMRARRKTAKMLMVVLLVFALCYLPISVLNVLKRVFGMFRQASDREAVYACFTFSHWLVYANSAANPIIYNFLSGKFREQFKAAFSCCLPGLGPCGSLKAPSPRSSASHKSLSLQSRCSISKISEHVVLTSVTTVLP
CHT allo act – allosterically activates the human high affinity choline transporter | Q9GZV3 | AID 488977 | CHT-expressing cells, membrane potential dye, choline EC20; hits give high values; LV-AA mutant CHT in HEK293 cells | 310,000 tested, 0.49% active | B-score at 10 µM;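 active = initial fluorescence not abnormally high and integrated response B-score, plate-corrected, over 3 SD above library mean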
Target sequence (Q9GZV3 whole entry, looked up): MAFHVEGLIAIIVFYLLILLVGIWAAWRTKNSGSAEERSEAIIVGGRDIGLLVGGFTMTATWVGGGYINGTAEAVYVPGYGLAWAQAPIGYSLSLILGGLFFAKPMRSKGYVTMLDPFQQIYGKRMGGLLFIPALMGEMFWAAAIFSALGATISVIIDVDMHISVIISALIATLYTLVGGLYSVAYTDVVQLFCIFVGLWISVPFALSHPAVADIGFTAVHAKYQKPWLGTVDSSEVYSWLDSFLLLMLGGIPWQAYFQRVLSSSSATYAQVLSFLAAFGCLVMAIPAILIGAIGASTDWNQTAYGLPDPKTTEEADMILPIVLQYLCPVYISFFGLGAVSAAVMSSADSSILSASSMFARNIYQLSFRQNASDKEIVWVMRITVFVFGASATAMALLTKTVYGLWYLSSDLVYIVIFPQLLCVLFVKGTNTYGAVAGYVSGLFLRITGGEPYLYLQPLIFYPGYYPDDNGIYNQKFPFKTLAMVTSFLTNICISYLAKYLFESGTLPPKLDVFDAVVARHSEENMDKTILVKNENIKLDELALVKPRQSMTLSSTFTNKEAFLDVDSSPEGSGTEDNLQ
Active calls of the source: *; i = inactive; nt = not tested or not shown.

Order of values: OX1R antagonist, CHT allo act
Cc1ccc(S(=O)(=O)N=S(CCO)CCO)cc1
 : -7, i
COc1ccccc1N1CCN(C(=O)CSc2nnc(C)n2C2CC2)CC1
 : -21, nt
COCCCN(C(=S)Nc1cc(C)cc(C)c1)C(C)c1ccncc1 (stereo not given)
 : -3, i
O=C(NNC(=O)c1ccncc1)Nc1ccc([N+](=O)[O-])cc1
 : -1, i
Cc1cccc(NC(=O)CNC(=O)CN2C(=O)NC3(CCCCC3C)C2=O)c1C (stereo not given)
 : -18, i
OCC1(c2cc(C(F)(F)F)n[nH]2)CCCCC1
 : -11, i
Cc1cc(C)nc(Oc2ccc(Br)cc2Br)n1
 : -26, i
O=C(NCc1ccccc1Cl)C1=CC=CN2CCS(=O)(=O)N=C12
 : -2, nt
Nc1ccc(C(=O)N/N=C\c2ccc(OC(=O)c3ccccc3Cl)cc2)cc1
 : -20, i
CCN(Cc1cccs1)C(=O)CN1C(=O)NC2(CCCc3ccccc32)C1=O (stereo not given)
 : -11, nt
COc1ccc(OC)c(NC(=O)C2CCN(S(=O)(=O)c3cccs3)CC2)c1
 : -2, i
Cc1ccc(NC(=O)c2cc(=O)n(Cc3ccccc3)c(=O)[nH]2)cc1C
 : -26, i
Cc1c(Cl)cccc1NC(=O)Nc1cc(C(C)(C)C)nn1C
 : -16, i
C=C/C(C)=C/C[C@H]1C(=C)CCC2[C@](C)(C(=O)O)CCC[C@@]21C (stereo not given in full)
 : -5, i
O=C(CCNC(=O)c1ccc(Cl)cc1)Nc1cccc(S(=O)(=O)N2CCCCC2)c1
 : -17, nt
c1ccn2cc(C34CC5CC(CC(C5)C3)C4)nc2c1
 : -23, i
CCCCn1c(N)c(N(CC(C)C)C(=O)CSCc2cccc(C)c2)c(=O)[nH]c1=O
 : -22, i
Cc1cc(C)nc(NS(=O)(=O)c2ccc(N3C(=O)C4CCCCC4C3=O)cc2)n1 (stereo not given)
 : -3, i
O=C(c1nc2ccc(Cl)cn2c1CN1CCC[C@H]1CO)N1CCCCCCC1
 : -10, i
CC(C)CC(NC(=O)c1ccccc1)C(=O)N/N=C/c1ccco1 (stereo not given)
 : -17, i
Cc1cc(C)cc(NC(=O)CSc2nc3ccncc3[nH]2)c1
 : -20, i
C=CCNc1nc(N)c(C(=C(C#N)C#N)c2ccc(Br)cc2)s1
 : 1, i
Cc1ccc(Cl)cc1N1CCN(C(=O)CCC(=O)O)CC1
 : -38, i
CCc1ccc(/C=N/NC(=O)c2ccccn2)cc1
 : -7, i
COC(=O)Cc1ccc(OC(=O)C2CCN(S(=O)(=O)c3ccc(OC)c(OC)c3)CC2)cc1
 : -6, nt
CCc1nnc(NC(=O)c2ccc(-c3ccc([N+](=O)[O-])cc3Cl)o2)s1
 : -18, i
CCCC(=O)Nc1nc2nc(C)cc(=O)n2[nH]1
 : -11, i
OCCN1CCN(C(=S)c2ccc(Br)cc2)CC1
 : -17, i
Cc1cccc(NC(=O)C2(C)CC3c4ccccc4C2c2ccccc23)c1C (stereo not given)
 : -19, i
Cc1ccc(S(=O)(=O)N(CCC(=O)Nc2ccc(OC(F)(F)F)cc2)c2ccccc2)cc1
 : -15, i

Carrying on.
Order of values: OX1R antagonist, CHT allo act
O=C(CSc1nnc(-c2c[nH]c3ccccc23)o1)N1c2ccccc2CCc2ccccc21
 : 3, i
CCOCCCNC(=S)Nc1cc(OCC)c(NC(=O)c2ccco2)cc1OCC
 : -13, i
CCN(CC)CCCNC(=O)c1cc(-c2ccc(O)cc2)on1
 : -12, i
CCCn1c(N)c(N(CCOC)C(=O)c2cc(-c3ccco3)nc3ccccc23)c(=O)[nH]c1=O
 : -14, i
O=C(CC1Sc2ccccc2NC1=O)NCc1ccc(Cl)cc1 (stereo not given)
 : -18, i
OCCN(CC#CC(O)(c1ccccc1)C1CCCCC1)CCO (stereo not given)
 : -7, i
O=C(COC(=O)CNS(=O)(=O)/C=C/c1ccccc1)NC1CCS(=O)(=O)C1 (stereo not given)
 : -9, i
Cc1nnc(SCC(=O)NC23CC4CC(CC(C4)C2)C3)n(N)c1=O
 : -24, i
OC[C@@H](O)[C@@H](O[C@@H]1O[C@H](CO)[C@H](O)[C@H](O)[C@H]1O)[C@H](O)[C@@H](O)CO
 : -7, i
O=C(Oc1cccc(C(=S)N2CCOCC2)c1)c1cccc(Cl)c1
 : -17, i
O=C1CCC(C(=O)OCc2ccccc2)N1 (stereo not given)
 : -9, i
Cn1c(SCC(=O)N2CCCC2=O)nc2ccccc2c1=O
 : 5, nt
CNC(=O)c1c(NC(=O)CS(=O)(=O)c2ccc(Cl)cc2)sc(C)c1C
 : -28, i
Cc1ccc(C(=O)Nc2ccc(S(=O)(=O)NC3=NCCCCC3)cc2)c(C)c1
 : -25, i
CCOc1cc(S(=O)(=O)NCc2ccccn2)ccc1Cl
 : 10, i
C=CCOC(=O)C1=C(C)NC(SC)=C(C#N)C1c1ccc(OCC)cc1 (stereo not given)
 : -11, i
CCCNCc1cc(OC)c(OCC(=O)NCCc2ccccc2)cc1Br
 : -10, i
COc1ccc(C(=O)NC(=S)NCc2cccnc2)cc1[N+](=O)[O-]
 : -18, i
COc1ccc(-n2ncc(C(C)NS(=O)(=O)c3cccs3)c2C)cc1 (stereo not given)
 : -17, i
O=C(COC(=O)C1(c2ccccc2F)CCCC1)N1CCN(C(=O)c2ccco2)CC1
 : -9, i
O=C(COc1ccccc1)Nc1ccc(-c2ccc(N3CCOCC3)nn2)cc1
 : -22, i
COc1ccc(-c2nc3ccc([N+](=O)[O-])cc3o2)cc1
 : -8, i
CN(Cc1ccccc1)C(=O)Nc1ccc(Cl)cc1
 : -21, i
CCOC(=O)C1=C(C)N(C[C@@H]2CC[C@@H](Cc3ccc(-c4ccccc4)cc3)O2)C(=O)NC1c1ccc(SCc2ccco2)c([N+](=O)[O-])c1 (stereo not given in full)
 : 3, nt
Cc1cccc(C)c1NC(=O)CSc1nnc(NC(=O)c2ccccc2C(=O)O)s1
 : -8, i
OCC1=C[C@@H](O)C2C=CO[C@@H](O[C@@H]3O[C@H](CO)[C@@H](O)[C@H](O)[C@H]3O)C12 (stereo not given in full)
 : 7, nt
CCOc1cc(N2CCOCC2)c(OCC)cc1NC(=O)CN1C(=O)NC2(CCCCC2)C1=O
 : -21, nt
CCOc1ccc(C)cc1S(=O)(=O)n1cnc2ccccc21
 : -16, i
O=C(Oc1ccccc1[N+](=O)[O-])c1cccnc1
 : -12, i
CC1(C)Oc2ccc(C(=O)N3CCCC3)cc2N(CC(=O)NCc2ccccc2)C1=O
 : -16, i

Four structures out of the list, arranged by formula weight, low to high.
Order of values: OX1R antagonist, CHT allo act
Cn1c(SCC(=O)N2CCCC2=O)nc2ccccc2c1=O
 : 5, nt
C=CCOC(=O)C1=C(C)NC(SC)=C(C#N)C1c1ccc(OCC)cc1 (stereo not given)
 : -11, i
CCN(Cc1cccs1)C(=O)CN1C(=O)NC2(CCCc3ccccc32)C1=O (stereo not given)
 : -11, nt
CCCn1c(N)c(N(CCOC)C(=O)c2cc(-c3ccco3)nc3ccccc23)c(=O)[nH]c1=O
 : -14, i

New compounds follow.
Order of values: OX1R antagonist, CHT allo act
COc1ccc(NC(=O)NCCc2ccc(Cl)cc2)cc1OC
 : -19, i
COC(=O)c1[nH]c2c(c1C)C(=O)CC(c1cccc(OC)c1)C2 (stereo not given)
 : -13, i
CC(=O)C1C(c2ccc([N+](=O)[O-])cc2)c2c(noc2C)CC1(C)O (stereo not given)
 : -19, i
CCCCCCC(=O)NN1CCN(C)CC1
 : -12, i
Cc1cccc(C(=O)N2CCCC(CCC(=O)N3CCN(c4ccccn4)CC3)C2)c1C (stereo not given)
 : -10, i
Cc1cccc(OCC(=O)N(C)CCc2ccccn2)c1
 : -17, i
Cc1ccc(N(CC(=O)NCC2CCCO2)C(=O)CCC(=O)Nc2ccccn2)cc1C (stereo not given)
 : -19, i
O=C(N/C(=C\c1ccccc1)C(=O)N1CCCCC1)c1ccc(Br)o1
 : -22, i
O=C(c1cc(-n2cnnc2)ccc1Cl)N1CCN(c2nc(-c3ccccc3)cs2)CC1
 : 1, i
CC1CCCCN1C(=O)c1ccc(NC(=O)c2ccccc2Cl)cc1 (stereo not given)
 : -11, i
COc1ccc2c(CCNC(=O)CN3C(=O)c4ccccc4C3=O)c[nH]c2c1
 : 2, i
O=C1CC(c2ccccc2)NN1 (stereo not given)
 : 0, nt
CN1CCN(C(=O)C2=C[C@@H](c3ccccc3)C[C@@H](OCCCCO)O2)CC1
 : -10, i
Cn1c(CO)cnc1SCc1ccccc1
 : -8, i
O=C(O)CC(C(=O)NCc1ccccc1)C1CCCO1 (stereo not given)
 : -14, i
COc1ccccc1CNC(=O)COC(=O)c1ccncc1
 : -16, nt
COC(=O)C1=C(C)N=c2s/c(=C/c3ccoc3)c(=O)n2C1c1ccccc1 (stereo not given)
 : -22, i
O=C(CN1C(=O)NC(Cc2ccccc2)C1=O)Nc1ccc(F)cc1 (stereo not given)
 : -18, i
CC(NC(=O)c1ccccc1NS(=O)(=O)c1ccc(CCC(=O)O)cc1)c1ccccc1 (stereo not given)
 : 3, i
COc1cccc(C(=O)OCC(=O)NCC2CCCO2)c1 (stereo not given)
 : 8, nt
CCN(c1ccc(OC)cc1)S(=O)(=O)c1nnc(NC(=O)c2ccc(C)cc2)s1
 : -22, i
Cc1ccc(N/N=C(\Cc2nc3ccccc3[nH]2)c2ccccc2)cc1
 : -34, i
O=C(NCCN1CCOCC1)c1cnn2c1NC(c1cccs1)CC2C(F)(F)F (stereo not given)
 : -12, i
Cc1ccccc1NC(=O)C1CCCN(S(=O)(=O)c2cnc[nH]2)C1 (stereo not given)
 : -3, i
CCOC(=O)c1nn(-c2cccc(Cl)c2)c2nc(CC(C)C)c(C#N)c(=O)n12
 : -29, i
CC(NC(=O)COC(=O)/C(=C/c1cccs1)c1cccs1)c1ccccc1 (stereo not given)
 : -12, i
O=C(c1ccc(Cl)s1)N1CCCC1
 : -2, i
CCN(CC)CCCNC(=O)c1oc2ccc3c(c2c1C)C(O)CC(C)(C)O3 (stereo not given)
 : nt, i
O=C(Nc1nc2ccc(F)cc2s1)Oc1ccccc1
 : 1, i
CC1CCCCN1CCn1c(=S)[nH]c2ncccc2c1=O (stereo not given)
 : -12, i

Reformatted: entries from further up.
Structure	OX1R antagonist	CHT allo act
O=C(N/C(=C\c1ccccc1)C(=O)N1CCCCC1)c1ccc(Br)o1	-22	i
O=C(c1cc(-n2cnnc2)ccc1Cl)N1CCN(c2nc(-c3ccccc3)cs2)CC1	1	i
CC1CCCCN1C(=O)c1ccc(NC(=O)c2ccccc2Cl)cc1 (stereo not given)	-11	i

More compounds follow:
Order of values: OX1R antagonist, CHT allo act
CCN=C1SCC(=O)N1c1ccc(OC)cc1
 : -9, i
Cc1onc(-c2ccccc2Cl)c1C(=O)Nc1ccc(S(=O)(=O)Nc2nccs2)cc1
 : 2, i
CCOC(=O)C1CCCN(C(=O)c2ccc([N+](=O)[O-])cc2)C1 (stereo not given)
 : -2, i
CCOC(=O)N1CCN(c2c(NCc3cccs3)c(=O)c2=O)CC1
 : -22, i
CC(=O)NC1C(OCc2ccccc2)OC(COC(C)=O)C(OC(C)=O)C1OC(C)=O (stereo not given)
 : 0, i
COc1ccc(OC)c(N/C(C)=C/C(=O)c2ccccc2)c1
 : -22, i
CCOc1cc(C(=O)Nc2nnc(S(=O)(=O)N3CCOCC3)s2)cc(OCC)c1OCC
 : -13, i
CCOc1ccc(Br)cc1CSC(=N)N
 : 13, i
CC(C)CC(=O)N1CC(C)N(C(=O)CC(C)C)CC1C (stereo not given)
 : -17, i
CC(Cc1c[nH]c2ccccc12)C(=O)NCc1ccco1 (stereo not given)
 : 2, i
COc1ccc(CNC(=O)C/C(C)=N/NC(=O)c2ccccc2OC)cc1
 : -14, i
COc1ccccc1C(=O)Nc1ccc(S(=O)(=O)N2CCC(C)CC2)cc1
 : -12, i
CC(=O)c1c(C)[nH]c(C(=O)Nc2cccc(C#N)c2)c1C
 : -13, i
COc1ccc(C(=O)Nc2ccc(C)cn2)cc1S(=O)(=O)N1CCCc2ccccc21
 : -22, i
O=S(=O)(c1ccccc1)N1CCN(c2nnnn2-c2ccccc2)CC1
 : -25, i
COc1cc(C)ccc1OC(C)C(=O)Nc1ccc(N2CCCCC2)cc1 (stereo not given)
 : -19, nt
CC(C)(C)NC(=O)NC(=O)COC(=O)c1cccc(S(=O)(=O)N2CCCCC2)c1
 : -8, i
CC(C)(C)NC(=O)CN(C(=O)CS(=O)CC(=O)Nc1ccc(F)cc1)c1ccccc1F (stereo not given)
 : -8, i
CC(=O)Nc1ccc(SCC(=O)Nc2sccc2C#N)cc1
 : -15, i
COc1ccc(C(=O)NCC(=O)NCC(=O)OCc2ccc(Br)cc2)cc1
 : -31, i
Cc1cc(C)c[n+](CC(=O)c2ccc(-c3ccccc3)cc2)c1
 : -11, i
CN(C(=O)Cn1c(Cl)nc2c1c(=O)n(C)c(=O)n2C)C1CCS(=O)(=O)C1 (stereo not given)
 : -1, i
Cc1cc(C)n2nc(SCC(=O)N3CCC(C)CC3)nc2n1
 : -6, nt
CCOC(=O)C1(Cc2ccccc2C)CCCN(C(=O)CN2CCCCC2=O)C1 (stereo not given)
 : -18, i
CC(C)(C)C1CCc2c(C(=O)NNC(=O)CCCC(=O)O)csc2C1 (stereo not given)
 : -6, i
Cc1nc(NS(=O)(=O)c2ccccc2)sc1NC(=O)Nc1ccc(Cl)cc1
 : -2, i
Cc1cccc(C)c1NC(=O)NN1C(C)CCCC1C (stereo not given)
 : -8, i
CCCN1C(=O)c2cc(C(=O)NC3CCCC3)ccc2C1O (stereo not given)
 : 5, i
Cc1c(Cl)c([N+](=O)[O-])nn1CC(=O)N1CCN(Cc2ccccc2)CC1
 : -30, i

An excerpt from above in order of their number in OX1R antagonist, largest number first:
SMILES	OX1R antagonist
CC(Cc1c[nH]c2ccccc12)C(=O)NCc1ccco1 (stereo not given)	2
CN(C(=O)Cn1c(Cl)nc2c1c(=O)n(C)c(=O)n2C)C1CCS(=O)(=O)C1 (stereo not given)	-1
CC(C)(C)NC(=O)NC(=O)COC(=O)c1cccc(S(=O)(=O)N2CCCCC2)c1	-8

Compounds were not picked by outcome; any-hit rate near 0.8%.
